EBI2 block: blocks human EBI2 receptor beta-arrestin signaling | actives 0.81% (n = 360,000) | EBI2 beta-arrestin recruitment, luminescence, 7a,25-OHC stimulated | AID 651636 | P32249 | inhibition, % at 5 µM; in the data active = inhibition above about 38%;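 also: enzyme fragment complementation signal reports receptor beta-arrestin coupling in cells; 0% = agonist plus DMSO wells and 100% = wells without agonist; some results beyond the cut were filed as inactive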
Target sequence (P32249 whole entry, looked up, the tested form may be a part): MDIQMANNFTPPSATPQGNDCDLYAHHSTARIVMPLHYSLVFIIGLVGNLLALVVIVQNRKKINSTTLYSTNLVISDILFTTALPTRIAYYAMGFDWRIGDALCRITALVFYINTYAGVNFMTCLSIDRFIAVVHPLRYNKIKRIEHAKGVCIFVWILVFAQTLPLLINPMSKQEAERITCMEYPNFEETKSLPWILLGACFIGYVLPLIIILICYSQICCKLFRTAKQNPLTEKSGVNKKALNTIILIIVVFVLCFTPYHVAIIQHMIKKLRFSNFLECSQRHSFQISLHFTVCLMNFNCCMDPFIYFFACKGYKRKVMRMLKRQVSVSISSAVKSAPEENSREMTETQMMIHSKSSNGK
CXCR6 inh: CXCR6 (human) receptor inhibition; CHO-K1 PathHunter CXCR6 beta-arrestin, luminescence; inhibition, % at 20 µM; actives 0.36% (n = 360,000); AID 602244; in the data active = inhibition above about 34%, passing the limit was not always enough;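 also: antagonist mode with CXCL16 agonist at 10 nM final; 0% = 10 nM CXCL16 with DMSO and 100% = unstimulated wells without agonist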
697 NFkB inh: lowers PMA/ionomycin-induced NF-kB signal in 697 B cells. 697 B-cell NF-kB luciferase reporter, 16 h. inhibition, % at 4 µM. actives 0.33% (n = 330,000); in the data active = inhibition above about 35%
UBC13 polyUb: inhibitors of human UBC13 polyubiquitin chain formation. inhibition, % at 20 µM. TR-FRET. actives 0.47% (n = 330,000); in the data active = inhibition above about 45%, passing the limit was not always enough
Target sequence (P61088 whole entry, looked up): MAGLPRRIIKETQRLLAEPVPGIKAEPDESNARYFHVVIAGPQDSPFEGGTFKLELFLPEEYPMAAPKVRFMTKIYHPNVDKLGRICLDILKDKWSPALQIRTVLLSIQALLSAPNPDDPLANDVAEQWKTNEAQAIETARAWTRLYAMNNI
APJ antag: APJ receptor antagonism. AID 2521. P35414. inhibition, % at 20 µM. actives 0.32% (n = 330,000). CHO-K1 APJ beta-arrestin complementation, luminescence;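 active = inhibition above about 40% at 20 µM, limit read from the data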;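 also: cells challenged with 10 nM apelin-13 agonist together with compound; plate controls were apelin-13 plus DMSO wells for no effect and DMSO wells lacking apelin-13 for full effect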
Target sequence (P35414 whole entry, looked up): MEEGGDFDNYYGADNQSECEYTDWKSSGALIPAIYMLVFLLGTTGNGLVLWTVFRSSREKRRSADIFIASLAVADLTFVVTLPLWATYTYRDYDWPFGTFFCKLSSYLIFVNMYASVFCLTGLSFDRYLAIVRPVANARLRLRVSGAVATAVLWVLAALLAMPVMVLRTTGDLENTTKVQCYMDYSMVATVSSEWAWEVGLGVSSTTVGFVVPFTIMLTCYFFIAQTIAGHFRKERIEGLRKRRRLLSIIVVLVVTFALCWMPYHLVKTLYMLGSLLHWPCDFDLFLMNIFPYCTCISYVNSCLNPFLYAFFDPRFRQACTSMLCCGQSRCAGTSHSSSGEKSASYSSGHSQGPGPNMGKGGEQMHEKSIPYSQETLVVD
Gli-Sufu block: blocks Gli-Sufu signaling in a luciferase reporter; Sufu-KO-LIGHT fibroblasts, Gli luciferase reporter luminescence; actives 0.74% (n = 340,000); inhibition, % at 5 µM; AID 588413;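 active = inhibition above about 55%, limit read from the data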;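 also: 0% = DMSO-treated cells and 100% = wells with medium but no cells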
CCR6 antagonist: CCR6 (human) receptor antagonism. actives 0.49% (n = 340,000). AID 493098. CHO-K1 CCR6 PathHunter beta-arrestin, luminescence, CCL20-stimulated. inhibition, % at 20 µM. P51684;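 active = compounds whose inhibition of the agonist-driven luminescence signal at 20 µM reaches about 50%, limit read from the data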;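 also: cells stimulated with CCL20 at 14 nM final; plate controls were DMSO with CCL20 for no effect and DMSO without agonist for full effect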
Jurkat NFkB inh: inhibitors of the PMA/ionomycin-induced NF-kB reporter in Jurkat cells; PMA/ionomycin-induced NF-kB luciferase reporter, luminescence; inhibition, % at 4 µM; actives 0.53% (n = 330,000); in the data active = inhibition above about 50%
* hit, by the source's call; / = not tested or not shown.

SMILES	EBI2 block	CXCR6 inh	697 NFkB inh	UBC13 polyUb	APJ antag	Gli-Sufu block	CCR6 antagonist	Jurkat NFkB inh
O=C(CNC(=O)c1ccncc1)N/N=C/c1ccc(Br)cc1	7	-9	8	3	-21	/	0	-8
OCCCn1c(-c2ccccc2)nc(=S)c2c1CCCC2	-4	-6	-7	9	15	2	10	1
COc1cc(C2SCC(=O)N2c2nnc(C34CC5CC(CC(C5)C3)C4)s2)cc(OC)c1OC (stereo unspecified)	2	-4	-47	-4	-6	10	15	-8
COc1ccc(O)c(C(=O)c2cnn(-c3ccccc3)c2)c1	7	24	-61	1	22	20	13	-41
COC(=O)C1=C(C)NC2=C(C(=O)c3ccccc32)C1c1cccc(OC)c1 (stereo unspecified)	-5	2	17	-34	9	5	37	4
O=C1C2C3c4ccccc4C(c4ccccc43)[C@@H]2C(=O)N1c1nc(-c2ccccc2)cs1 (stereo partly specified)	5	2	11	-2	7	3	0	3
Cc1cc[n+](-c2nc3ccccc3nc2[N-]S(=O)(=O)c2cccs2)cc1C	-13	3	5	-7	4	4	1	-8
O=C(CCNS(=O)(=O)c1ccccc1C(F)(F)F)N1CCN(S(=O)(=O)c2cccc(F)c2)CC1	-10	1	14	18	8	8	5	7
CN(C)c1nc(N)c(C(=O)N=C(N)N)nc1Cl	0	10	20	-21	9	22	7	7
Cc1ccc2c(C)c(C)c(=O)n(C)c2c1	-5	22	/	/	/	20	-4	/
Cc1nc2c(sc3nc4c(cc32)COC(C)(C)C4)c(=O)n1CC(=O)NCc1ccco1	-9	-3	/	/	/	-64	-9	/
Nc1nc(Br)c2ccccc2c1-c1ccccc1	-5	9	-3	4	-5	7	-6	-8
CCCC(C)NC1=NCCCCC1 (stereo unspecified)	2	0	22	6	1	2	4	-12
COc1ccc(CCNC(=O)c2ccc(SC)cc2OC)cc1	7	-2	-20	-3	-12	-3	10	2
CC1CN(C(=O)c2ccc(C(=O)c3ccccc3)cc2)CC(C)O1 (stereo unspecified)	-15	-5	23	-7	15	1	-1	8
COc1ccc(/C=C/C(=O)OCC(=O)NC2CCCC2)cc1	14	-4	8	-18	-47	1	11	5
Cc1cccc(NC(=S)N2CCN(S(C)(=O)=O)CC2)c1	-14	-9	10	3	20	0	-2	-5
CCOCCn1c(=NC(=O)c2cc(Cl)sc2Cl)sc2cc(S(N)(=O)=O)ccc21	/	/	5	4	3	/	/	9
COc1ccc2cc(/C=N/NC(=O)c3ccc(CN(c4cccc(Cl)c4Cl)S(C)(=O)=O)cc3)c(Cl)nc2c1	12	2	17	-10	-7	15	8	28
CCCCCCC1CC(CSc2ncn[nH]2)OC1=O (stereo unspecified)	5	6	-10	8	-13	1	20	22
CC(C)(C)OC(=O)C[C@H]1C/C=C\C[C@@H](CC(=O)N(CCO)Cc2ccccc2)C(=O)NCCOC1=O	-5	6	15	6	10	-6	8	16
Cc1ccnc(N2CCC(C(=O)NNC(=O)COc3cccc4ccccc34)CC2)n1	13	4	9	24	-7	0	11	7
COc1ccc(CC(=O)N2N=C(C)CC2(O)c2cccnc2)cc1OC (stereo unspecified)	-4	-1	15	13	8	6	0	-3
Nc1cc(=O)[nH]c(SCC(=O)N2CCCCC2)n1	-10	0	6	7	-4	-1	9	6
COC(=O)Cc1c(O)ccn(CCc2c[nH]c3ccc(OC)cc23)c1=O	-1	-8	-12	21	-13	12	-9	-17
Cc1nc(-c2ccc(S(=O)(=O)N3CCN(c4cccc(C)c4C)CC3)cc2)co1	5	-2	-29	-3	21	-11	10	4
COc1ccc(OC)c(NC(=O)Nc2cnccn2)c1	-2	-5	21	5	8	1	11	5
C[C@@H]1O[C@@H](OC2C(O)C(OCCc3ccc(O)c(O)c3)OC(CO)C2OC(=O)/C=C/c2ccc(O)c(O)c2)[C@H](O)[C@H](O)[C@H]1O (stereo partly specified)	/	/	6	1	-73	/	/	-4
Cc1ccc(-n2c(O)c(C=NC3CCS(=O)(=O)C3)c3ccccc3c2=O)cc1C (stereo unspecified)	-5	-10	11	-8	13	15	-3	6
CCOc1ccc(N2C(=O)S/C(=C\c3cc(OC)c(OC)c(OC)c3)C2=O)cc1	10	-6	-17	13	-4	0	7	-12
CCOc1ccc(S(=O)(=O)N/N=C(\C)c2ccc(OC)cc2OC)cc1	-6	-18	17	-3	-8	-5	4	1
CCCCC1CCC(C(=O)OCC(=O)Nc2ccc(S(N)(=O)=O)cc2)CC1 (stereo unspecified)	-8	-4	0	2	9	1	4	-1
COc1cccc(-c2cc3onc(-c4ccccc4)c3c(=O)n2C)c1	17	5	-460	11	9	-37	18	-204
O=C(CO)N/N=C/c1ccc(Cl)cc1	-15	0	15	-2	-11	-7	-18	6
COC(=O)C1C(=O)C2=C(CC1C)NC(C)=C(C(=O)OC1CCCC1)C2c1ccc(N(C)C)cc1 (stereo unspecified)	7	7	14	1	19	3	2	14
Cn1c(=O)[nH]c(=O)c2c1[nH]c(=S)n2CCCc1ccccc1	-6	3	0	10	19	19	2	2
CC(N=C1NS(=O)(=O)c2ccccc21)c1ccccc1 (stereo unspecified)	-6	-4	-5	-8	10	0	-7	-16
O=C(c1cnn2c(C(F)(F)F)cc(-c3ccc(F)cc3)nc12)N1CCc2ccccc2C1	22	3	-16	-3	6	13	16	-5
Cc1ccccc1OCC(=O)OCC(=O)NC1CCCCCC1	7	-10	-27	-5	-56	-8	6	9
Cc1ccccc1Cn1c(=O)n(CC2CCC(C(=O)NCCc3ccccc3)CC2)c(=O)c2ccccc21 (stereo unspecified)	33	3	/	/	/	2	14	/
CC(C)(C)n1nc2c(c1NC(=O)c1ccccc1C(F)(F)F)CS(=O)(=O)C2	-9	5	23	4	16	-9	8	-17
Cn1c2c(c(=O)n(C)c1=O)C1(C(=O)Nc3ccccc31)C(C#N)=C(N)O2 (stereo unspecified)	2	-6	7	-3	-19	5	4	6
CCC(=O)N1N=C(c2ccc(NS(C)(=O)=O)cc2)CC1c1ccc(C)cc1 (stereo unspecified)	-9	1	-4	14	-18	-13	-4	-10
COC(=O)c1cc(Cc2ccc(N)c(C(=O)OC)c2)ccc1N	3	1	-8	16	-1	6	12	7
O=C(COc1ccc(S(=O)(=O)N2CCOCC2)cc1)N1CCCCCC1	-9	2	12	6	5	2	1	14
CCC1CCC(C(=O)NC(C(=O)NCCCN2CCCCC2C)C(C)C)CC1 (stereo unspecified)	-2	6	-1	10	7	4	-7	1
O=C(O)c1ccc(-n2c(/C=C/c3ccccc3)nc3ccccc3c2=O)cc1	-8	8	10	-4	8	2	15	-1
CN(CC(=O)Nc1cccc(F)c1)C(=O)c1sc2ccccc2c1Cl	2	-16	9	32	-6	2	13	-37
CCOc1ccc(OCCC(=O)N(CCC2=CCCCC2)c2c(N)n(Cc3ccccc3)c(=O)[nH]c2=O)cc1	12	10	4	-14	15	-2	1	10
CCOC(=O)C1=C(c2ccccc2)Nc2ncnn2C1c1ccc(OC)c(OC)c1OC (stereo unspecified)	-1	0	-1	-1	11	4	1	-6
O=C1[C@H]2[C@@H](c3ccc(Cl)cc3)N3C(=O)N(c4cccc(F)c4)C(=O)[C@@]3(Cc3ccccc3)[C@H]2C(=O)N1C1CCCCC1	-1	-8	20	-18	-11	-5	7	15
O=C(CSc1ncccc1C(=O)O)c1ccc2ccccc2c1	1	5	-15	-3	1	-21	9	-6
Cc1ccc(NC(=O)Cc2ccc([N+](=O)[O-])cc2)c(Br)c1	-18	6	-12	-2	-24	4	-3	-3
Cc1ccc(S(=O)(=O)NC(CC(=O)O)c2ccco2)cc1 (stereo unspecified)	-11	2	9	7	8	3	1	11
CCN(CC(=O)NCc1cccs1)C(=O)c1ccc(S(=O)(=O)N(C)c2ccccc2)cc1	9	4	15	0	19	9	16	17
COCc1cc(=O)[nH]c(Cc2c(Cl)cccc2Cl)n1	6	-1	20	4	9	2	-6	-2
COC(=O)CN1CC(=O)N(c2ccccc2)C1=S	2	6	-4	-10	-23	16	-1	6
CNc1ccccc1C(C)(C)c1cc(-c2cccc(Br)c2)no1	4	2	-34	-3	1	71*	11	31
CC(C)c1ccccc1NC(=O)COC(=O)Cc1c[nH]c2ccccc12	-4	-8	3	1	18	-6	-7	9
COc1cccc(N2C(=NC(=O)C3CCCCC3)SC3CS(=O)(=O)CC32)c1 (stereo unspecified)	10	-16	-8	11	-10	-31	-1	5

Of the compounds above, 7 have an NH in an aromatic ring.
SMILES	EBI2 block	CXCR6 inh	697 NFkB inh	UBC13 polyUb	APJ antag	Gli-Sufu block	CCR6 antagonist	Jurkat NFkB inh
CCCCCCC1CC(CSc2ncn[nH]2)OC1=O (stereo unspecified)	5	6	-10	8	-13	1	20	22
Nc1cc(=O)[nH]c(SCC(=O)N2CCCCC2)n1	-10	0	6	7	-4	-1	9	6
COC(=O)Cc1c(O)ccn(CCc2c[nH]c3ccc(OC)cc23)c1=O	-1	-8	-12	21	-13	12	-9	-17
Cn1c(=O)[nH]c(=O)c2c1[nH]c(=S)n2CCCc1ccccc1	-6	3	0	10	19	19	2	2
CCOc1ccc(OCCC(=O)N(CCC2=CCCCC2)c2c(N)n(Cc3ccccc3)c(=O)[nH]c2=O)cc1	12	10	4	-14	15	-2	1	10
COCc1cc(=O)[nH]c(Cc2c(Cl)cccc2Cl)n1	6	-1	20	4	9	2	-6	-2
CC(C)c1ccccc1NC(=O)COC(=O)Cc1c[nH]c2ccccc12	-4	-8	3	1	18	-6	-7	9

Next section.
SMILES	EBI2 block	CXCR6 inh	697 NFkB inh	UBC13 polyUb	APJ antag	Gli-Sufu block	CCR6 antagonist	Jurkat NFkB inh
CC(C)(C)C1CCC2(CC1)SCC(=O)N2c1ccccc1 (stereo unspecified)	-24	-9	0	-2	12	0	8	-6
Cc1noc(C)c1C(=O)OCC(=O)NCCc1ccc(S(N)(=O)=O)cc1	11	-4	23	4	-3	-4	4	9
CCC(=O)Nc1cnc(NC(=O)c2cccc(F)c2)cc1C	7	-3	-86	6	-8	-57	10	-75
CN1CCN(C(=O)OCCOCCOC(=O)N2CCN(C)CC2)CC1	4	5	/	/	/	3	-3	/

Single records, from the list above. Screens in order: EBI2 block	CXCR6 inh	697 NFkB inh	UBC13 polyUb	APJ antag	Gli-Sufu block	CCR6 antagonist	Jurkat NFkB inh
`O=C(CO)N/N=C/c1ccc(Cl)cc1` is listed with -15	0	15	-2	-11	-7	-18	6
`Cc1nc2c(sc3nc4c(cc32)COC(C)(C)C4)c(=O)n1CC(=O)NCc1ccco1` is listed with -9	-3	/	/	/	-64	-9	/
`O=C(CNC(=O)c1ccncc1)N/N=C/c1ccc(Br)cc1` is listed with 7	-9	8	3	-21	/	0	-8

Compound activity deposited in PubChem BioAssay by Sanford-Burnham Center for Chemical Genomics.
